V-ATPase pH: yeast V-ATPase proton transport regulation by pHLuorin | S. cerevisiae, pHLuorin cytosolic pH fluorescence | response, % at 10 µM | AID 504577 | actives 0.37% (n = 350,000); in the data active means response mostly above about 7.3%, no sharp cut-off; inactive means mostly below about 5.4%; further: actives read high; inactives centre near 0; some compounds called inactive have numbers as strong as hits; reference of the scale not given here
Wnt act: activates Wnt/beta-catenin signaling in a reporter cell assay; AID 743398; activation, % at 9.35 µM; activator, plate reader; actives 1.2% (n = 300,000); in the data active means activation above about 30%, passing the limit was not always enough; inconclusive means no clear call, values can overlap the other calls;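 further: 0% = neutral control wells and 100% = positive control wells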
CDK5 p35 inh: blocks human CDK5/p35 kinase activity | Recombinant CDK5/p35, ADP-Glo luminescence, 60 min | inhibition, % at 10 µM | actives 0.01% (n = 330,000) | AID 488839;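 active means highest replicate inhibition of at least 50% and at least 75% of replicates reaching 50%; inconclusive means only one of the two criteria met; inactive means both criteria failed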;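 further: plate controls were DMSO neutral control for no effect and GW8510 at 10 µM for full effect; many of its hits are not listed in these tables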
Target sequence (Q00535 whole entry, looked up): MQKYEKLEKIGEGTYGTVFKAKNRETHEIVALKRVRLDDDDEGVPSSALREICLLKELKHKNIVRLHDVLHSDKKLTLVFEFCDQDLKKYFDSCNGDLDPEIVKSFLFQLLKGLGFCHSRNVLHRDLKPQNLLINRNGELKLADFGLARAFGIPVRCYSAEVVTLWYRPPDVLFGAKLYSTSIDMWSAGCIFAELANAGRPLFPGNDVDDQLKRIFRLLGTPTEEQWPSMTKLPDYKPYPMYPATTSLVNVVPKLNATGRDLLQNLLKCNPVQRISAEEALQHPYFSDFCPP
Target sequence (Q15078 whole entry, looked up): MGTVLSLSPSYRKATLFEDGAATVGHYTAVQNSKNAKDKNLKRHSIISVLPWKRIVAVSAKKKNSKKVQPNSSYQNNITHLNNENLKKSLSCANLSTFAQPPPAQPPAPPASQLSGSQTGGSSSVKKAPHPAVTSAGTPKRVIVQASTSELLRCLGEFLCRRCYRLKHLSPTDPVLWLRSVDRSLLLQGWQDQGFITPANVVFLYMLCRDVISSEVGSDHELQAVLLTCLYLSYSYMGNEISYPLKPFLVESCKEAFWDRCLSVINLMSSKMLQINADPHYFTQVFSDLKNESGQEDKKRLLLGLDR
SR-BI HDL uptake: mouse SR-BI HDL lipid transfer inhibition. Q61009. ldlA[mSR-BI] CHO cells, DiI-HDL uptake fluorescence, 3 h. inhibition, % at 12.5 µM. actives 0.96% (n = 320,000). AID 488896;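 active means mean replicate inhibition of at least 70% and a set share of replicates each scoring 70 or more; inconclusive means meets just one of the two criteria; inactive means fails both criteria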;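 further: 0% = median of neutral control wells and 100% = median of positive control wells; values of inactives mirror those of a sister screen read the other way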
dFosB act: activators of mouse delta FosB homodimer. actives 0.99% (n = 340,000). activation, % at 25 µM. purified delta FosB, TAMRA-CDK5 oligo fluorescence polarization; percent of positive-control signal above neutral wells. AID 493131. P13346;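 active means mean activation above about 17%, with every replicate also reaching it, limit read from the data, passing the limit was not always enough; inconclusive means only one of the two conditions met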;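 further: fluorescence polarization rise as delta FosB binds a TAMRA Cdk5 AP-1 oligo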
Target sequence (P13346 whole entry, looked up): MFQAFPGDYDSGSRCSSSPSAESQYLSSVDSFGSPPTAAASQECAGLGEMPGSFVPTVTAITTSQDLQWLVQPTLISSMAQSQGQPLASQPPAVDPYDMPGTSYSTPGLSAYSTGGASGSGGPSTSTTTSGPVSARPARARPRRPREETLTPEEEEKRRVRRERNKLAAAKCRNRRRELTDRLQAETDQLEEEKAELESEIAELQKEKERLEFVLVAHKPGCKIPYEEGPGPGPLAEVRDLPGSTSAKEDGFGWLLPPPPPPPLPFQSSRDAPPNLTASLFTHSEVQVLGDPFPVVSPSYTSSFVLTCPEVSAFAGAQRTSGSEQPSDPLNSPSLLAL
PvdQ inh: P. aeruginosa PvdQ acylase inhibition. actives 0.063% (n = 340,000). AID 488965. inhibition, % at 10 µM. purified PvdQ acylase, fluorescence plate reader; in the data active means inhibition above about 30%, passing the limit was not always enough; inconclusive means no clear call, values can overlap the other calls;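 further: 0% = vehicle neutral wells and 100% = reference inhibitor wells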
NSD2 HMT inh: blocks human histone methyltransferase NSD2; O96028; NSD2 peptide methylation, AlphaScreen, 120 min; inhibition, % at 12.5 µM; actives 0.54% (n = 310,000); AID 743445; in the data active means inhibition above about 50%
HTR5A ag: counter-screen for OPRM1-OPRD1 agonists: human HTR5A agonism | AID 504692 | HTR5A agonist assay, luminescence, cell-based | activation, % at 9.3 µM | P47898 | actives 0.61% (n = 340,000); in the data active means activation mostly above about 9.5%, no sharp cut-off; inactive means mostly below about 7.6%;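 further: 0% = cells with vehicle only and 100% = reference agonist; strong numbers were not always called active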
HTR5A inv ag: HTR5A inverse agonism, opioid heterodimer counter-screen | HTR5A cell line, luminescence | actives 0.083% (n = 340,000) | inhibition, % at 9.3 µM | AID 504634 | P47898; in the data active means inhibition mostly above about 23%, no sharp cut-off; inactive means mostly below about 18%;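 further: 0% = cells with DMSO and 100% = no-cell wells with DMSO; some compounds called inactive have numbers as strong as hits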
MITF act: increases MITF-driven TRPM1 promoter luciferase signal; SK-MEL-5 TRPM1-promoter luciferase, 24 h; % of positive control, neutral wells = 0; activation, % at 12.5 µM; actives 0.75% (n = 300,000); AID 588334;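 active means mean activation of at least 80% with every replicate also reaching 80%; inconclusive means mean reaches 80% but some replicate falls short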;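 further: 0% = neutral control wells and 100% = parthenolide positive control wells; values of inactives mirror those of a sister screen read the other way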
* hit, by the source's call; u = inconclusive; x = no result given. Random draw from the library, and some 5% of all compounds hit somewhere here.

#1 CS(=O)(=O)N(CC(=O)Nc1cccc(F)c1)Cc1ccccc1
#2 CN(C)S(=O)(=O)c1ccc(NC(=O)C2CC(=O)N(Cc3ccccc3Cl)C2)cc1 (centres undefined)
#3 O=C(/C=C/c1ccccn1)c1ccc(Br)cc1O
#4 FC(F)(F)c1cccc(CN2CCCCCC2)c1
#5 COc1ccccc1C(=O)NCC(=O)N/N=C/c1cccc(Cl)c1
#6 O=C(NC1CC2CCCC(C1)N2S(=O)(=O)c1ccccc1)C1CCCCC1 (centres undefined)
#7 CC1(C)Cc2c(sc(/N=C/N3CCCCCC3)c2C#N)C(C)(C)N1
#8 COc1ccc(N=Cc2c(O)c3ccccc3n2C(C)=O)cc1
screen / no.	1	2	3	4	5	6	7	8
V-ATPase pH	-3	3	1	-1	-1	3	6	0
Wnt act	-2	2	1	x	-1	-1	2	30*
CDK5 p35 inh	0.4	-0.5	0.8	-2.1	0.5	0.7	-1.1	-0.3
SR-BI HDL uptake	-13	-9	3	-23	-8	-17	17	x
dFosB act	3	-2	-13	2	-7	-12	1	-19
PvdQ inh	2	-11	-11	-4	-5	-12	-2	4
NSD2 HMT inh	-1	2	0	-2	0	-2	1	4
HTR5A ag	5	-1	2	-4	-4	-3	1	-2
HTR5A inv ag	-10	3	7	10	11	-13	-9	8
MITF act	13	-18	8	-8	1	-15	16	28

#9 O=c1c(O)c(-c2ccccc2)oc2ccccc12
#10 CCOC(=O)N1CCN(CC(O)COC2CC(C)CCC2C(C)C)CC1 (centres undefined)
#11 Cc1c(Cl)cccc1N1CC(C)(C)C1=O
#12 CS(=O)(=O)N1CCN(C(=O)c2ccccc2F)CC1
#13 O=[N+]([O-])c1ccc2[nH]c(O)c(N=NC(=S)Nc3cccnc3)c2c1
#14 CC(=O)N1CCOc2ccc(S(=O)(=O)NCC3CCC(C(=O)NCCC(C)C)CC3)cc21 (centres undefined)
#15 CC(C)c1cc(=O)n2[nH]c(SCc3ccccc3Cl)nc2n1
#16 COc1cc(C2C3C(=O)N(c4ccccc4)C(=O)C3ON2c2ccccc2)cc(OC)c1OC (centres undefined)
screen / no.	9	10	11	12	13	14	15	16
V-ATPase pH	-3	2	-2	-2	-2	1	1	1
Wnt act	-1	x	-1	-7	0	-3	-1	x
CDK5 p35 inh	2.3	-1.4	-7.9	0.8	-0.1	0.0	1.7	-1.1
SR-BI HDL uptake	-7	78*	4	-17	x	11	-13	-9
dFosB act	-5	-12	0	-7	-8	-7	0	-5
PvdQ inh	-1	-13	-2	-10	-8	7	-9	-16
NSD2 HMT inh	x	1	-3	-2	x	4	1	11
HTR5A ag	4	-1	1	2	1	1	3	2
HTR5A inv ag	2	2	-3	-2	11	-10	-12	5
MITF act	21	6	2	11	-12	2	5	2

#17 Cc1c(O)ccc2c(CC(=O)N[C@@H](Cc3ccc(O)cc3)C(=O)O)cc(=O)oc12
#18 Cc1cccc(N2C(=O)N3[C@@H]4c5ccccc5OC[C@@H]4[C@@H](c4ccccc4)[C@]3(C)C2=O)c1
#19 Cc1ccc(NC(=O)C2CC(=O)NC(N3CCc4ccccc43)=N2)cc1 (centres undefined)
#20 COc1ccc(NC(=O)CC2CC3CCC2C3)cc1S(=O)(=O)N1CCOCC1 (centres undefined)
#21 CC(NC(=O)COC(=O)C1CC1C)c1ccccc1 (centres undefined)
#22 CCOC(=O)C1=C(Cc2ccc(OC)cc2)C(=O)c2ccccc2C1=O
#23 CCN(CC)S(=O)(=O)c1ccc(O)c(C(=O)OCC(=O)N(C)Cc2ccccc2)c1
#24 CCOC(=O)Cc1csc(NC(=O)Cn2cnc3c2c(=O)n(C)c(=O)n3C)n1
screen / no.	17	18	19	20	21	22	23	24
V-ATPase pH	-2	-2	0	2	0	-3	-1	-1
Wnt act	-1	x	-6	-2	4	x	x	-1
CDK5 p35 inh	1.1	0.5	-7.9	-1.5	-3.7	0.9	0.0	-6.9
SR-BI HDL uptake	5	0	0	-15	-20	26	-8	-11
dFosB act	2	-5	-8	1	1	-8	-11	3
PvdQ inh	2	-14	-5	5	-13	21	-9	13
NSD2 HMT inh	-1	x	0	x	0	4	1	-3
HTR5A ag	6	2	-3	-2	1	4	0	x
HTR5A inv ag	-24	-13	7	6	-3	-48	9	x
MITF act	x	-9	x	-12	5	-32	9	-9

#25 O=C(OCCN1C(=O)c2ccccc2C1=O)c1ccco1
#26 O=C(/C=C/c1ccccc1)N1CCN(c2ccc([N+](=O)[O-])c(N3CCOCC3)c2)CC1
#27 CC1OC(Nc2ccc(OC(F)(F)F)cc2)C(O)C(O)C1O (centres undefined)
#28 COc1ccccc1CC(=O)NC1CC(C)(C)NC(C)(C)C1
#29 CCc1ccccc1NC(=S)N(Cc1ccco1)C(C)c1cccs1 (centres undefined)
#30 CCN(CC(=O)NCc1cccs1)C(=O)c1ccc(NS(=O)(=O)c2ccc(C(C)=O)cc2)cc1
#31 C(=C\c1ccco1)/C1=NN(c2ccccc2)C(c2ccco2)C1 (centres undefined)
#32 O=C(O)C1CCCC2CN3CCc4c([nH]c5ccccc45)C3C(O)C21 (centres undefined)
screen / no.	25	26	27	28	29	30	31	32
V-ATPase pH	-3	-2	0	2	0	4	-6	-3
Wnt act	x	-6	x	x	-2	-4	x	-3
CDK5 p35 inh	-1.3	1.1	-0.2	-0.6	1.4	-1.1	0.3	-0.6
SR-BI HDL uptake	-8	20	10	-15	3	-18	9	-22
dFosB act	-10	-9	-6	-4	-3	-11	-11	6
PvdQ inh	-18	-2	-9	-8	3	-7	-39	1
NSD2 HMT inh	0	1	12	-3	-3	-3	-9	3
HTR5A ag	-1	1	1	2	-3	5	2	2
HTR5A inv ag	6	8	-1	-17	8	3	-7	-9
MITF act	2	-3	x	0	-2	3	19	x

An excerpt from the list above, for reference:
#28 COc1ccccc1CC(=O)NC1CC(C)(C)NC(C)(C)C1
#29 CCc1ccccc1NC(=S)N(Cc1ccco1)C(C)c1cccs1 (centres undefined)
#30 CCN(CC(=O)NCc1cccs1)C(=O)c1ccc(NS(=O)(=O)c2ccc(C(C)=O)cc2)cc1
#31 C(=C\c1ccco1)/C1=NN(c2ccccc2)C(c2ccco2)C1 (centres undefined)
#32 O=C(O)C1CCCC2CN3CCc4c([nH]c5ccccc45)C3C(O)C21 (centres undefined)
screen / no.	28	29	30	31	32
V-ATPase pH	2	0	4	-6	-3
Wnt act	x	-2	-4	x	-3
CDK5 p35 inh	-0.6	1.4	-1.1	0.3	-0.6
SR-BI HDL uptake	-15	3	-18	9	-22
dFosB act	-4	-3	-11	-11	6
PvdQ inh	-8	3	-7	-39	1
NSD2 HMT inh	-3	-3	-3	-9	3
HTR5A ag	2	-3	5	2	2
HTR5A inv ag	-17	8	3	-7	-9
MITF act	0	-2	3	19	x

(list continues)
#33 CCOC(=O)Nc1sc(NS(=O)(=O)c2ccccc2)nc1C
#34 CCOCCCNC(=S)N1CCN(C(=O)C(=O)Nc2ccc(C(=O)OC)cc2)CC1
#35 COc1ccc(S(=O)(=O)N(C)CC(=O)NC2CCCC2)cc1OC
#36 Nc1cc(Nc2ccc(Br)cc2)nc(N)n1
#37 COc1ccc(S(=O)(=O)NCC2CCC(C(=O)NCc3ccco3)CC2)cc1 (centres undefined)
#38 COc1ccc(C2=NNC(=O)C2(C)Br)cc1 (centres undefined)
#39 CCOC(=O)c1c(-c2ccc(-c3ccccc3)cc2)csc1NC(=O)CCN1CCOCC1
#40 CCc1ccccc1NC(=S)NCc1cccn1C
screen / no.	33	34	35	36	37	38	39	40
V-ATPase pH	5	-1	-3	4	1	-1	-1	-1
Wnt act	1	0	0	39*	x	51*	-2	x
CDK5 p35 inh	-0.3	-1.7	-2.8	1.2	-3.1	-0.9	-0.8	-5.6
SR-BI HDL uptake	-11	5	-19	x	-4	4	27	19
dFosB act	-6	1	3	-7	1	1	4	-2
PvdQ inh	-1	-8	-20	-5	7	-8	1	-31
NSD2 HMT inh	-1	-1	0	3	-2	-3	0	0
HTR5A ag	-2	8	-5	11	8	1	11*	8
HTR5A inv ag	6	-37	12	-7	-7	-5	-29	5
MITF act	x	4	3	u	0	-5	-3	4

#41 Cn1c(CNC(=O)c2ccccc2F)nnc1SCc1ccc(Cl)cc1
#42 CC1(C)CC(=O)C2=C(C1)N1C(=C(C#N)C2c2ccccc2Cl)N=C(N)c2ccccc21 (centres undefined)
#43 Cc1cccc(C2=NC(C(F)(F)F)(C(F)(F)F)c3c(n(-c4ccc(F)cc4)c(=O)[nH]c3=O)N2)c1
#44 Cc1ccc(S(=O)(=O)NCCC(=O)Nc2ccc(Cl)c(Cl)c2)cc1
#45 CCC(c1nnnn1C1CCCC1)N1CCN(C(=O)c2ccco2)CC1 (centres undefined)
#46 Clc1ccc(Sc2cnc3ccccc3n2)cc1
#47 CCOc1ncccc1C(=O)OCC(=O)NC1CCCCCC1
#48 NC1=NC2(CCCCC2)N=C(Nc2ccc(F)cc2F)N1
screen / no.	41	42	43	44	45	46	47	48
V-ATPase pH	1	-2	-2	3	-1	-1	1	5
Wnt act	11	-3	-4	x	-2	11	1	x
CDK5 p35 inh	-2.9	-1.5	0.9	-0.3	0.1	-0.9	0.6	2.2
SR-BI HDL uptake	1	5	-15	-2	-4	-3	11	-9
dFosB act	-11	-4	-1	-6	1	-8	4	-6
PvdQ inh	-9	3	-3	16	1	-9	-6	-15
NSD2 HMT inh	0	x	1	-2	37	-3	-2	2
HTR5A ag	3	3	1	7	4	4	-3	-3
HTR5A inv ag	22	-9	-3	-19	-10	-10	8	-17
MITF act	-15	1	-4	2	x	u	2	-7

#49 CCC(C)N(C(=O)CSc1nc(-c2ccccc2)cs1)C1CCS(=O)(=O)C1 (centres undefined)
#50 O=C(Nc1cccc2c1CCCC2)C1CCCN(S(=O)(=O)c2cccc3nonc23)C1 (centres undefined)
#51 COC(=O)c1ccc(NC(=O)CN2CCC(NC(=O)c3ccco3)CC2)cc1
#52 COc1ccc(/C=C2/C(=N)N3N=C(CC(=O)N4CCCC4)SC3=NC2=O)cc1
#53 Oc1ccc2ccccc2c1N=Nc1ccccc1F
#54 CC(=O)c1c(OC(=O)c2ccco2)c2ccccc2n1C
#55 O=C(Cc1ccc(Cl)c(Cl)c1)OCC(=O)c1ccc[nH]1
#56 O=C(Nc1ccc(F)cc1)N1CCc2ccccc2C1
#57 CCc1ccc(S(=O)(=O)N(C(=O)c2ccncc2)c2ccc(OC(=O)c3ccncc3)cc2)cc1
screen / no.	49	50	51	52	53	54	55	56	57
V-ATPase pH	1	0	3	-2	4	1	-3	-5	0
Wnt act	-4	x	2	0	5	x	x	57*	-2
CDK5 p35 inh	1.5	-0.2	-0.1	-3.7	0.0	-0.4	-7.4	0.0	-0.5
SR-BI HDL uptake	11	18	x	-5	x	-10	-4	-6	-15
dFosB act	-7	24*	-3	-6	-8	-3	-12	-6	-11
PvdQ inh	6	-17	-7	2	0	-3	-10	-26	-14
NSD2 HMT inh	1	2	0	0	4	-1	x	-13	-1
HTR5A ag	3	-1	3	-4	1	-3	1	3	1
HTR5A inv ag	-8	3	-6	3	-7	6	2	-8	-4
MITF act	5	11	12	-7	-14	3	6	42	8

Screening results from PubChem BioAssay.
